High-throughput results (PubChem BioAssay)
MBNL1 CUG block – qHTS Assay for Inhibitors of MBNL1-poly(CUG) RNA binding; Muscleblind-like protein 1 (Homo sapiens), Q9NR56; TR-FRET MBNL1-His/biotin-(CUG)12 binding, 665/545 ratio; Potency, µM (series often up to 57.5 µM), without a hit: at the highest dose activity change, negative = inhibition, hits mostly inhibitors; hit rate 0.036% among 280,000; AID 2675, 2010; active = well fitted inhibition curve with a large enough effect in the signal ratio, with a control signal flat, not every such curve was filed as active; inconclusive = small, poorly fitted or top-dose-only effect, or effect the other way, or a change in a side signal; inactive = no such curve, though single readings can be large or run the other way; the % refers to the signal ratio; note: potency is the fitted concentration of half-maximal effect; % is set by controls: 0 for no effect and ±100 for the full control effect
Target sequence (Q9NR56 whole entry, looked up): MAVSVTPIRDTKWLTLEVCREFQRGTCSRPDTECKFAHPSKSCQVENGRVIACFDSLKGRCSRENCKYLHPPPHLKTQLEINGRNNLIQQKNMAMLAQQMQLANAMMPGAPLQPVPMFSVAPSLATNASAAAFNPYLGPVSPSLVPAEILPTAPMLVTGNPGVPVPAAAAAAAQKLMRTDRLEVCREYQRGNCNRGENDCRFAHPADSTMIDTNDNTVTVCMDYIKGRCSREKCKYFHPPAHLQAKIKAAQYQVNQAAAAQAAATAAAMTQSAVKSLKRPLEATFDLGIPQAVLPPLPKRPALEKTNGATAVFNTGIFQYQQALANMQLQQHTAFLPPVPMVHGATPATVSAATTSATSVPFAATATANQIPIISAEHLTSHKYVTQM
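Compounds (final 92 nM to 58 uM) are added to His-tagged MBNL1 and biotin-(CUG)12, then terbium anti-His antibody and streptavidin-XL665 (5 nM final). After 60 min at room temperature, the 665/545 nm ratio is read.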
NPC1 promoter act – qHTS Assay for NPC1 Promoter Activators; Huh7 NPC1 promoter luciferase reporter, 24 h; Potency, µM (series often up to 9.22 µM), inactives show top-dose activation, hits mostly activators; hit rate 2.4% among 320,000; AID 485313, 2010;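 note: potency is the fitted concentration of half-maximal effect; % of control where 0% means no effect; nearly all actives have a fitted effect of over 60% in size; reporter is driven by a mutant NPC1 promoter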
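Quantitative HTS used a cell-based reporter: Huh7 cells stably bearing the NPC1 promoter upstream of luciferase were treated with compounds for 24 h, and promoter activation was read as luminescence.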
RORg inh – qHTS for inhibitors of ROR gamma transcriptional activity | Nuclear receptor ROR-gamma (Mus musculus), P51450 | Drosophila S2 Gal4-RORgamma UAS-luciferase reporter, 20 h | Potency, µM (series often up to 53.6 µM), for inactives: at the highest dose activity change, negative = inhibition, hits mostly inhibitors | hit rate 5.4% among 310,000 | AID 2551, 2010; note: potency is the fitted concentration of half-maximal effect; % is set by controls: 0 for no effect and ±100 for the full control effect; nearly all actives have a fitted effect of over 60% in size
Target sequence (P51450 whole entry, looked up, the tested form may be a part): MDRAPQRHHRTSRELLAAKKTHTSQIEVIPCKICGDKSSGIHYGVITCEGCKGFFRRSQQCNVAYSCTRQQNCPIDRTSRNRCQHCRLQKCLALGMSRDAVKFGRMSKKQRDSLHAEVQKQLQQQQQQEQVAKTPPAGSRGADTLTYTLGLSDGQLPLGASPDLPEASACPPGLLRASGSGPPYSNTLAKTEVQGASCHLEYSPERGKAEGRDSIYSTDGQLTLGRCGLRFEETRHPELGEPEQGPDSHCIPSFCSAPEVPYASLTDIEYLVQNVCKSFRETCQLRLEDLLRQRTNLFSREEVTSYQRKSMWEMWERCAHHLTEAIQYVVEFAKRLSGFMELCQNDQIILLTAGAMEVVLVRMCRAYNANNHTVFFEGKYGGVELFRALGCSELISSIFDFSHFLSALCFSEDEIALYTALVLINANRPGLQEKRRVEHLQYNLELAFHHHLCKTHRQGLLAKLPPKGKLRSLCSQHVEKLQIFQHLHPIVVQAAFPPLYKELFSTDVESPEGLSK
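Schneider cells (Drosophila), stable Gal4 DBD–ROR gamma + UAS-luc; 1 hr cmpd preincubation; Cu2+ induction 700 uM final; 20 hr ambient; luminescence.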
PKM2 act – qHTS Assay for Activators of Human Muscle isoform 2 Pyruvate Kinase. Pyruvate kinase PKM (Homo sapiens), P14618. purified PKM2, Kinase-Glo ATP luminescence, activation; response scale: 0% is enzyme alone, no compound. Potency, µM (top dose mostly 57.5 µM), for inactives: top-dose activation, hits mostly activators. hit rate 0.34% among 260,000. AID 1631, 2009; note: potency is the fitted concentration of half-maximal effect; % is set by controls: 0 for no effect and ±100 for the full control effect; nearly all actives have a fitted effect of over 55% in size
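Purified hPK-M2 (>95%) run at intermediate activity with 0.1 mM ADP and 0.5 mM PEP in 50 mM imidazole pH 7.2, KCl, MgCl2; 1 h room temperature. ATP formed read by Kinase-Glo luminescence; normalized to uninhibited and no-enzyme controls.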
KCNH2 3.1 block – qHTS for Inhibitors of KCHN2 3.1: Mutant qHTS. U2OS KCNH2 3.1, thallium flux FluxOr; active compounds read low. activity change, % (tested at about 1.8 µM). AID 720553, 2013. hit rate 0.95% among 340,000. Potassium voltage-gated channel subfamily H member 2, brain isoform KCNH2 3.1 (human);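 active = maximum activity change below -70%; inconclusive = maximum activity change from -70% to -50%; inactive = maximum activity change above -50%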;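 note: thallium influx rate constant from kinetic fluorescence after stimulation buffer; % is set by controls: 0 for no effect and ±100 for the full control effect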
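Virally transduced U2OS (3.1 isoform, 4 h infection in dark at RT) → overnight 37 C → FluxOr + Red40 in HBSS/HEPES, 45 min → stimulation buffer, 2 min kinetic read → rate constant vs DMSO controls.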
VP16 counter – VP16 counterscreen qHTS for inhibitors of ROR gamma transcriptional activity | Drosophila S2 Gal4-VP16 UAS-luciferase, luminescence, 20 h | Potency, µM (top dose mostly 53.6 µM), inactives show at the highest dose activity, negative = inhibition, actives largely listed as inhibitors | hit rate 3.5% among 310,000;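 note: Gal4-VP16 expression switched on by copper sulfate through the metallothionein promoter; potency is the fitted concentration of half-maximal effect; % is set by controls: 0 for no effect and ±100 for the full control effect; nearly all actives have a fitted effect of over 50% in size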
Menin-MLL TR inh – qHTS Assay for Inhibitors Targeting the Menin-MLL Interaction in MLL Related Leukemias: Competition With Texas Red Labeled MLL-derived Mutant Peptide; hit rate 0.23% among 270,000; Menin + Texas Red MLL mutant peptide, fluorescence polarization; Potency, µM (top dose mostly 61.6 µM), for the others: at the highest dose FP activity change, negative = inhibition, hits mostly inhibitors; O00255; active = well fitted inhibition curve with a large enough effect in the polarisation, with a control signal flat, not every such curve was filed as active; inconclusive = small, poorly fitted or top-dose-only effect, or effect the other way, or a change in a side signal; inactive = no such curve, though single readings can be large or run the other way; the % refers to the polarisation; note: potency is the fitted concentration of half-maximal effect; % of control where 0% means no effect; many of its hits are not listed in these tables
Mito fusion yeast – qHTS Assay for Small Molecule Inhibitors of Mitochondrial Division or Activators of Mitochondrial Fusion. S. cerevisiae fusion-defective mutant growth rescue, CellTiterGlo 48 h. Potency, µM (highest dose often 46.1 µM), for inactives: at the top dose growth rescue (activation), usual class: activators. hit rate 0.23% among 320,000;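 note: potency is the fitted concentration of half-maximal effect; % of control where 0% means no effect; nearly all actives have a fitted effect of over 45% in size; temperature-sensitive fusion mutants such as fzo1-1 at 37 °C on non-fermentable ethanol glycerol medium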
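S. cerevisiae fusion-defective temperature-sensitive mutants (e.g. fzo1-1, mgm1-5) grown 48 h at 37C in YPEG (ethanol/glycerol non-fermentable) medium with 23 nl compound per well; growth rescue read as CellTiterGlo luminescence.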
ELG1 DNA repair – qHTS screen for small molecules that inhibit ELG1-dependent DNA repair in human embryonic kidney (HEK293T) cells expressing luciferase-tagged ELG1 | HEK293T ELG1-luciferase reporter, luminescence, 16 h; DNA damage induced by 5-fluorouridine | Potency, µM (doses to about 46.1 µM), without a hit: top-dose activity change, negative = inhibition, hits mostly inhibitors | hit rate 2.3% among 330,000 | AID 504467, 2011; note: potency is the fitted concentration of half-maximal effect; % is set by controls: 0 for no effect and ±100 for the full control effect; nearly all actives have a fitted effect of over 55% in size
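Quantitative HTS, concentration-response format. 2,000 cells/well co-treated with 5-fluorouridine and compound, 16 hr in 5% CO2 at 37 °C; ONE-Glo luminescence read after 30 min.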
Rab9 prom act – qHTS Assay for Rab9 Promoter Activators; hit rate 2.8% among 320,000; Potency, µM (top dose mostly 9.22 µM), for inactives: at the top dose activation, negative = inhibition, hits mostly activators; Huh7 Rab9 promoter-luciferase reporter, luminescence, 24 h; AID 485297, 2010; note: potency is the fitted concentration of half-maximal effect; % of control where 0% means no effect; nearly all actives have a fitted effect of over 60% in size
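Using Huh7 cells stably transfected with Rab9 promoter–luciferase, compounds were incubated 24 h at 37 °C, 5% CO2; luciferase luminescence was read 10 min after reagent addition.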
FLuc modulator – qHTS profiling assay for firefly luciferase inhibitor/activator using purifed enzyme and Km concentrations of substrates (counterscreen for miR-21 project). Luciferin 4-monooxygenase (Photinus pyralis), P08659. purified FLuc, Km substrates, luminescence inhibition. Potency, µM (titrated, usually from 57.5 µM), inactives show at the highest dose activity change, negative = inhibition, most hits filed as inhibitors. hit rate 6.9% among 360,000. AID 588342, 2011;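 note: potency is the fitted concentration of half-maximal effect; plate controls were vehicle for no effect and reference inhibitor for full effect; nearly all actives have a fitted effect of over 55% in size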
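Purified P. pyralis luciferase, 10 nM final, with Km-level 10 uM D-luciferin and 10 uM ATP in 50 mM Tris acetate pH 7.5, 10 mM Mg acetate, 0.01% Tween-20, 0.05% BSA; 6-point qHTS titration about 60 µM downward; luminescence read.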
Numbers without * were called inactive; [ ] = remark or other dose. Unless noted, calls come from the whole dose curve; as a rule, active = well fitted curve in the direction sought with a large enough effect; inconclusive = small, poorly fitted or top-dose-only effect, or another doubt; inactive = no such curve, though single readings can be large; an effect the other way counts as inactive or inconclusive. A portion of the library; the hit share may differ from the screen's.

What do the screens show for `O=[N+]([O-])c1cnc2ccccn12`?
MBNL1 CUG block: inconclusive; NPC1 promoter act: -4%; RORg inh: 20%; PKM2 act: 2%; KCNH2 3.1 block: 28; VP16 counter: -10%; Mito fusion yeast: 1%; ELG1 DNA repair: 1%; Rab9 prom act: -3%; FLuc modulator: 0%

How did COc1ccc(-c2ccc(-c3cc(=O)oc4cc(OC)c(OC)c(OC)c34)cc2)cc1F do in these assays?
RORg inh: 22%; KCNH2 3.1 block: -15; VP16 counter: 12%; Menin-MLL TR inh: inconclusive; ELG1 DNA repair: inconclusive

What do the screens show for `CCOC(=O)c1ccc(NC(=S)N2CCN(C)CC2)cc1`?
MBNL1 CUG block: -12%; NPC1 promoter act: -3%; RORg inh: -10%; PKM2 act: -3%; KCNH2 3.1 block: 8; VP16 counter: inconclusive; Menin-MLL TR inh: 3%; Mito fusion yeast: 1%; ELG1 DNA repair: -3%; Rab9 prom act: -1%; FLuc modulator: 0%

How did COc1ccc(CCNCC(=O)Nc2ccc(C)c(S(=O)(=O)N(C)C)c2)cc1OC do in these assays?
NPC1 promoter act: -3%; RORg inh: -8%; PKM2 act: 5%; KCNH2 3.1 block: 2; VP16 counter: -17%; Mito fusion yeast: -5%; ELG1 DNA repair: -23%; Rab9 prom act: -1%; FLuc modulator: 6%

Results for CCOc1ccccc1NC(=O)c1ccc2[nH]c(C)c(C)c2c1 ?
MBNL1 CUG block: 14%; NPC1 promoter act: inconclusive; RORg inh: -62%; PKM2 act: 0%; KCNH2 3.1 block: 14; VP16 counter: -24%; Menin-MLL TR inh: inconclusive; Mito fusion yeast: 22%; ELG1 DNA repair: 18%; Rab9 prom act: 29%; FLuc modulator: inconclusive

How did O=C(COC(=O)c1cccc(F)c1)Nc1cccnc1Cl do in these assays?
MBNL1 CUG block: 6%; NPC1 promoter act: -1%; RORg inh: 0%; PKM2 act: 2%; KCNH2 3.1 block: -7; VP16 counter: -5%; Menin-MLL TR inh: -1%; Mito fusion yeast: -3%; ELG1 DNA repair: -1%; Rab9 prom act: -6%; FLuc modulator: 2%

Results for Cc1cccc(-c2noc(CCC(=O)NCc3ccco3)n2)c1 ?
MBNL1 CUG block: 0%; NPC1 promoter act: 0%; RORg inh: 19%; PKM2 act: 1%; KCNH2 3.1 block: 17; VP16 counter: -4%; Menin-MLL TR inh: 6%; Mito fusion yeast: 0%; ELG1 DNA repair: 0%; Rab9 prom act: -1%; FLuc modulator: -4%

What do the screens show for `Cc1cccc2c1-c1sc(C(=O)NCCCN3CCCC(C)C3)cc1CO2` (stereo unspecified)?
MBNL1 CUG block: inconclusive; NPC1 promoter act: -2%; RORg inh: inconclusive; KCNH2 3.1 block: inconclusive; VP16 counter: -15%; Menin-MLL TR inh: -20%; Mito fusion yeast: -13%; ELG1 DNA repair: -4%; Rab9 prom act: 1%; FLuc modulator: -2%

How did Cc1ccc(N2CC(C(=O)Nc3nc4ccc(S(C)(=O)=O)cc4s3)CC2=O)cc1 (stereo unspecified) do in these assays?
MBNL1 CUG block: -1%; NPC1 promoter act: 3%; RORg inh: 11%; PKM2 act: -1%; KCNH2 3.1 block: -6; VP16 counter: 5%; Menin-MLL TR inh: inconclusive; Mito fusion yeast: 5%; ELG1 DNA repair: -6%; Rab9 prom act: 1%; FLuc modulator: -12%

What do the screens show for `CCOC(=O)C1(C)/C(=N/Nc2ccccc2OC)C(=O)C(=O)N1c1ccccc1` (stereo unspecified)?
MBNL1 CUG block: inconclusive; NPC1 promoter act: -2%; RORg inh: inconclusive; PKM2 act: -3%; KCNH2 3.1 block: 0; VP16 counter: 8%; Menin-MLL TR inh: -10%; Mito fusion yeast: 14%; ELG1 DNA repair: -12%; Rab9 prom act: -4%; FLuc modulator: -19%

What do the screens show for `CCCc1ccc(Oc2cc(Cl)nc(N)n2)cc1`?
NPC1 promoter act: 4%; RORg inh: 27%; PKM2 act: -2%; KCNH2 3.1 block: 17; VP16 counter: 6%; Menin-MLL TR inh: 7%; Mito fusion yeast: 0%; ELG1 DNA repair: inconclusive; Rab9 prom act: inconclusive; FLuc modulator: -5%

Results for Cc1ccc2nc(NCc3ccccc3)c(C=NCc3cccnc3)c(=O)n2c1 ?
MBNL1 CUG block: -6%; NPC1 promoter act: 24%; RORg inh: 2%; PKM2 act: -1%; KCNH2 3.1 block: -13; VP16 counter: 2%; Mito fusion yeast: 6%; ELG1 DNA repair: 14%; Rab9 prom act: 13%; FLuc modulator: inconclusive

How did CC(c1ccccc1)n1cc(C(=O)NCc2ccccn2)nn1 (stereo unspecified) do in these assays?
MBNL1 CUG block: -2%; NPC1 promoter act: -1%; RORg inh: 34%; PKM2 act: -4%; KCNH2 3.1 block: 0; VP16 counter: 0%; Menin-MLL TR inh: 2%; Mito fusion yeast: -2%; ELG1 DNA repair: -9%; Rab9 prom act: 0%; FLuc modulator: 7%

Results for Cc1cc(C)n(CCC(=O)N2CCN(S(=O)(=O)c3ccccc3)CC2)n1 ?
MBNL1 CUG block: 0%; NPC1 promoter act: -3%; RORg inh: -43%; PKM2 act: 30%; KCNH2 3.1 block: -19; VP16 counter: -5%; Menin-MLL TR inh: 1%; Mito fusion yeast: -3%; ELG1 DNA repair: -9%; Rab9 prom act: -4%; FLuc modulator: 2%

How did CC(CN1CCCCC1)OC(=O)c1ccc2c(c1)OCO2 (stereo unspecified) do in these assays?
MBNL1 CUG block: -6%; NPC1 promoter act: -3%; RORg inh: -29%; PKM2 act: 0%; KCNH2 3.1 block: 7; VP16 counter: -2%; Menin-MLL TR inh: -21%; Mito fusion yeast: -3%; ELG1 DNA repair: inconclusive; Rab9 prom act: 3%; FLuc modulator: -4%

How did C#CCOCCOCCOCCNc1nc(N2CCOCC2)nc(N2CCN(C(=O)[C@H]([C@@H](C)O)n3cc(CCCCN)nn3)CC2)n1 do in these assays?
MBNL1 CUG block: 32%[activator]; NPC1 promoter act: -2%; RORg inh: -37%; PKM2 act: 0%; KCNH2 3.1 block: 21; VP16 counter: -14%; Menin-MLL TR inh: -23%; Mito fusion yeast: 1%; ELG1 DNA repair: 9%; Rab9 prom act: -5%; FLuc modulator: 4%

How did O=C1Nc2ccc(S(=O)(=O)NCCCO)c3cccc1c23 do in these assays?
MBNL1 CUG block: inconclusive; NPC1 promoter act: -6%; RORg inh: 8%; PKM2 act: 10%; KCNH2 3.1 block: 18; VP16 counter: 0%; Menin-MLL TR inh: 6%; Mito fusion yeast: -1%; ELG1 DNA repair: inconclusive; Rab9 prom act: -1%; FLuc modulator: 5%

How did OC1CCCN(Cc2cccc3ccccc23)C1 (stereo unspecified) do in these assays?
MBNL1 CUG block: 2%; NPC1 promoter act: -2%; RORg inh: -20%; PKM2 act: -1%; KCNH2 3.1 block: -9; VP16 counter: 13%; Menin-MLL TR inh: 5%; Mito fusion yeast: -1%; ELG1 DNA repair: 0%; Rab9 prom act: -3%; FLuc modulator: 0%

What do the screens show for `COC(=O)c1c(NC(=O)/C=C/C(=O)O)sc(C)c1-c1ccc(C)cc1`?
MBNL1 CUG block: 9%; NPC1 promoter act: -5%; RORg inh: inconclusive; PKM2 act: 2%; KCNH2 3.1 block: -14; VP16 counter: -10%[10 µM]; Menin-MLL TR inh: -3%; Mito fusion yeast: -4%; ELG1 DNA repair: -11%; Rab9 prom act: 0%; FLuc modulator: inconclusive
